High-throughput results: PubChem BioAssay, Broad Institute
Mtb BioA inh – BioA (M. tuberculosis) enzyme inhibition | purified M. tuberculosis BioA enzyme, plate reader | inhibition, % at 9.99 µM | hit rate 0.096% among 360,000 | AID 602481; in the data active = inhibition above about 40%
Active calls of the source: *. A portion of the library; the hit share may differ from the screen's.

How did O=C(NCC[C@H]1CC[C@H](NS(=O)(=O)c2ccccc2F)[C@@H](CO)O1)c1ccc(F)cc1 do in these assays?
Mtb BioA inh: 1.2

What do the screens show for `N#Cc1cccc(-c2ccc3c(c2)[C@H]2[C@H](CCN2Cc2cncnc2)[C@H](CO)N3)c1`?
Mtb BioA inh: 3.4

How did COc1ccc(S(=O)(=O)Nc2ccc3c(c2)C(=O)N([C@@H](C)CO)C[C@@H](C)[C@H](CN(C)CC2CCCCC2)OCCCC[C@@H](C)O3)cc1 do in these assays?
Mtb BioA inh: 2.8

How did CN1[C@@H]2Cn3c(ccc(-c4ccc(F)cc4)c3=O)[C@H]1[C@@H](C(=O)Nc1nccs1)[C@@H]2CO do in these assays?
Mtb BioA inh: 0.5

Results for C[C@H](O)C#Cc1ccc2c(c1)O[C@@H](CN(C)C(=O)c1ccncc1)[C@H](C)CN([C@@H](C)CO)S2(=O)=O ?
Mtb BioA inh: -1.5

What do the screens show for `C[C@@H]1CN([C@@H](C)CO)C(=O)Cc2cc(NC(=O)NC3CCCCC3)ccc2O[C@@H]1CN(C)S(=O)(=O)c1ccc(F)cc1`?
Mtb BioA inh: 0.4

How did C/C=C/c1ccc([C@H]2[C@@H](CO)N3CCCCN(C(=O)Nc4ccccc4F)C[C@@H]23)cc1 do in these assays?
Mtb BioA inh: 0.5

What do the screens show for `C[C@@H](NC(=O)C[C@H]1C=C[C@H](NC(=O)c2cccnc2)[C@@H](CO)O1)c1ccccc1`?
Mtb BioA inh: -6.3

How did CN(C)C(=O)[C@H]1[C@H](CO)[C@H]2Cn3c(ccc(C4=CCCC4)c3=O)[C@@H]1N2C do in these assays?
Mtb BioA inh: -1.0

What do the screens show for `C[C@H]1CN([C@@H](C)CO)S(=O)(=O)c2ccc(C#CCN(C)C)cc2O[C@@H]1CN(C)Cc1cccnc1`?
Mtb BioA inh: 4.5

How did Cc1ccc(S(=O)(=O)N(C)C[C@H]2OCCCC[C@H](C)Oc3ccc(NC(=O)CCCN(C)C)cc3C(=O)N([C@H](C)CO)C[C@@H]2C)cc1 do in these assays?
Mtb BioA inh: -0.2

What do the screens show for `CC(C)NC(=O)Nc1ccc2c(c1)C(=O)N(C)[C@@H]1CC[C@@H](CC(=O)Nc3ccccc3)O[C@@H]1CO2`?
Mtb BioA inh: 13

What do the screens show for `C[C@@H]1CN([C@H](C)CO)C(=O)c2cc(NC(=O)CCC(F)(F)F)ccc2O[C@@H]1CN(C)Cc1ccc(Cl)c(Cl)c1`?
Mtb BioA inh: 0.0

Results for C[C@H](O)C#Cc1ccc2c(c1)O[C@H](CN(C)C(=O)c1ccncc1)[C@H](C)CN([C@@H](C)CO)S2(=O)=O ?
Mtb BioA inh: 1.1

What do the screens show for `COCCNC(=O)[C@H]1[C@H](CO)[C@H]2Cn3c(ccc(-c4ccccc4)c3=O)[C@@H]1N2C`?
Mtb BioA inh: 0.7

Results for C[C@@H]1CN([C@@H](C)CO)C(=O)Cc2cc(NS(=O)(=O)c3cn(C)cn3)ccc2O[C@@H]1CN(C)C ?
Mtb BioA inh: -1.2

What do the screens show for `COc1ccc(S(=O)(=O)N[C@@H]2CC[C@@H](CCNC(=O)Cc3ccccn3)O[C@H]2CO)cc1`?
Mtb BioA inh: -2.3

Results for COCC(=O)Nc1ccc2c(c1)OC[C@@H](C)N(Cc1ccccc1C(=O)O)C[C@@H](C)[C@H](OC)CN(C)C2=O ?
Mtb BioA inh: -1.9

Results for C[C@H]1CN([C@@H](C)CO)C(=O)c2cccc(NS(=O)(=O)c3ccc(F)cc3)c2O[C@H]1CN(C)S(=O)(=O)c1ccccc1 ?
Mtb BioA inh: -2.1

Results for CNC[C@H]1Oc2ccc(NC(=O)Nc3ccc(C(F)(F)F)cc3)cc2C(=O)N([C@H](C)CO)C[C@@H]1C ?
Mtb BioA inh: 1.0

How did C[C@@H]1CN([C@@H](C)CO)C(=O)c2cccc(NS(C)(=O)=O)c2O[C@@H]1CN(C)C(=O)Nc1ccc(C(F)(F)F)cc1 do in these assays?
Mtb BioA inh: 4.8

What do the screens show for `C[C@@H]1CN([C@H](C)CO)C(=O)Cc2cc(N(C)C)ccc2O[C@H]1CN(C)S(=O)(=O)c1ccc(Cl)cc1`?
Mtb BioA inh: -3.3

How did CO[C@@H]1CN(C)C(=O)c2cc(NS(C)(=O)=O)ccc2OC[C@@H](C)N(C(=O)C2CCCC2)C[C@H]1C do in these assays?
Mtb BioA inh: -2.5

What do the screens show for `COc1ccc(S(=O)(=O)N(C)C[C@@H]2Oc3cc(-c4cccc(F)c4)ccc3S(=O)(=O)N([C@@H](C)CO)C[C@@H]2C)cc1`?
Mtb BioA inh: 2.1

What do the screens show for `COc1ccc(C#Cc2cnc3c(c2)C(=O)N([C@@H](C)CO)C[C@H](C)[C@@H](CN(C)C(=O)CC2CC2)O3)cc1`?
Mtb BioA inh: -0.6

Results for C[C@H](CO)N1C[C@H](C)[C@H](CN(C)C(=O)Nc2ccc3c(c2)OCO3)Oc2ccc(N(C)C)cc2CC1=O ?
Mtb BioA inh: 1.1

What do the screens show for `C[C@@H]1CN([C@@H](C)CO)S(=O)(=O)c2ccc(-c3cccnc3)cc2O[C@H]1CN(C)Cc1ccncc1`?
Mtb BioA inh: 3.1

How did COc1ccc(NC(=O)N(C)C[C@H]2OCCCC[C@@H](C)Oc3ccc(NC(=O)Nc4ccc5c(c4)OCO5)cc3C(=O)N([C@@H](C)CO)C[C@H]2C)cc1 do in these assays?
Mtb BioA inh: -0.7

Results for CN1CCN(C(=O)C[C@H]2CC[C@H]3[C@@H](COC[C@H](O)CN3C(=O)Nc3ccc4c(c3)OCO4)O2)CC1 ?
Mtb BioA inh: -1.2

How did C[C@H](CO)N1C[C@H](C)[C@H](CN(C)CC2CC2)Oc2cc(-c3cncnc3)ccc2S1(=O)=O do in these assays?
Mtb BioA inh: 0.7

How did C[C@@H]1CN([C@H](C)CO)C(=O)c2cc(C#CCc3ccccc3)cnc2O[C@@H]1CN(C)C(=O)C1CCC1 do in these assays?
Mtb BioA inh: 1.7

What do the screens show for `CC(C)OC(=O)N(C)C[C@@H]1OCc2cn(nn2)CCCC(=O)N([C@@H](C)CO)C[C@@H]1C`?
Mtb BioA inh: -0.2

How did CCNC(=O)C[C@@H]1CC[C@H]2[C@@H](COC[C@@H](O)CN2Cc2ccncc2)O1 do in these assays?
Mtb BioA inh: -1.4

What do the screens show for `CCCNC(=O)N(C)C[C@H]1Oc2cc(C3=CCCC3)ccc2S(=O)(=O)N([C@@H](C)CO)C[C@@H]1C`?
Mtb BioA inh: 2.2

What do the screens show for `C[C@H](CO)N1C[C@H](C)[C@H](CN(C)C(=O)Nc2ccc3c(c2)OCO3)Oc2c(NC(=O)c3cnccn3)cccc2C1=O`?
Mtb BioA inh: -1.3

Results for CO[C@@H]1CN(C)C(=O)c2cc(NC(=O)Nc3cccc(F)c3)ccc2OC[C@H](C)N(C(=O)Nc2c(C)noc2C)C[C@@H]1C ?
Mtb BioA inh: 0.5

How did C[C@@H]1CCCCO[C@@H](CN(C)C(=O)Nc2cccc3ccccc23)[C@@H](C)CN([C@H](C)CO)C(=O)c2cc(NC(=O)Nc3ccc(C(F)(F)F)cc3)ccc2O1 do in these assays?
Mtb BioA inh: 0.9

Results for N#C[C@H]1[C@@H](c2ccc(C#CC3CCCC3)cc2)[C@H](CO)N1C(=O)Nc1ccc(F)cc1 ?
Mtb BioA inh: -2.6

Results for CO[C@@H]1CN(C)C(=O)c2cc(NC(=O)C3CC3)ccc2OC[C@H](C)N(C(=O)c2ccccc2)C[C@@H]1C ?
Mtb BioA inh: -0.7

How did C[C@@H]1CN([C@H](C)CO)C(=O)c2cc(NS(=O)(=O)c3ccc(Cl)cc3)ccc2O[C@@H]1CN(C)S(=O)(=O)c1ccc(Cl)cc1 do in these assays?
Mtb BioA inh: -0.2

What do the screens show for `COc1ccc(-c2cnc3c(c2)C(=O)N([C@H](C)CO)C[C@H](C)[C@@H](CN(C)C(=O)C2CCOCC2)O3)cc1`?
Mtb BioA inh: 0.1

Results for CO[C@@H]1CC[C@H]2CCOc3ccc(C#N)cc3C(=O)N(C)[C@H](C)C(=O)N(C)C[C@@H]1O2 ?
Mtb BioA inh: -0.2

How did COc1ccc(-c2cnc3c(c2)C(=O)N([C@@H](C)CO)C[C@H](C)[C@@H](CN(C)C(=O)C2CCCCC2)O3)cc1 do in these assays?
Mtb BioA inh: -2.7

What do the screens show for `COc1ccc(NC(=O)N(C)C[C@H]2Oc3ccc(NC(=O)CCN4CCOCC4)cc3CC(=O)N([C@@H](C)CO)C[C@H]2C)cc1`?
Mtb BioA inh: 3.1

Results for C[C@@H]1CN([C@@H](C)CO)C(=O)c2cc(C#Cc3cccnc3)cnc2O[C@H]1CN(C)Cc1ccc(F)cc1 ?
Mtb BioA inh: 2.7

How did COCC(=O)Nc1ccc2c(c1)[C@H]1C[C@H](CC(=O)NCc3ccc(OC)cc3)O[C@@H](CO)[C@H]1O2 do in these assays?
Mtb BioA inh: 0.8

What do the screens show for `COC(=O)C[C@H]1CC[C@@H]2[C@@H](COc3ccc(NS(=O)(=O)c4ccc(F)cc4)cc3C(=O)N2C)O1`?
Mtb BioA inh: 0.2

How did C[C@H]1CN([C@@H](C)CO)C(=O)c2cc(NC(=O)NC3CCCCC3)ccc2O[C@H]1CN(C)Cc1ccc(-c2ccccc2)cc1 do in these assays?
Mtb BioA inh: -3.0

Results for CCCN1[C@@H]2Cn3c(ccc(/C=C/c4ccccc4)c3=O)[C@H]1[C@@H](C(=O)NCC)[C@@H]2CO ?
Mtb BioA inh: -0.3

Results for C[C@H]1CN([C@@H](C)CO)C(=O)Cc2cc(NC(=O)Nc3ccc4c(c3)OCO4)ccc2O[C@H]1CN(C)Cc1ccc(Cl)c(Cl)c1 ?
Mtb BioA inh: -0.2

What do the screens show for `Cc1cccc(S(=O)(=O)N2C[C@@H](O)COC[C@@H]3O[C@H](CC(=O)Nc4ccc(-c5ccccc5)cc4)CC[C@H]32)c1`?
Mtb BioA inh: 1.7

How did C[C@H](CO)N1C[C@H](C)[C@H](CN(C)C(=O)CN(C)C)Oc2cc(-c3ccccc3)ccc2S1(=O)=O do in these assays?
Mtb BioA inh: 3.7

How did COc1ccc(NC(=O)Nc2ccc3c(c2)C(=O)N([C@H](C)CO)C[C@H](C)[C@@H](CN(C)Cc2ccc(C(=O)O)cc2)OCCCC[C@H](C)O3)cc1 do in these assays?
Mtb BioA inh: 1.8

How did CO[C@H]1CN(C)C(=O)c2cc(NS(=O)(=O)c3ccccc3)ccc2OC[C@@H](C)N(Cc2nccs2)C[C@@H]1C do in these assays?
Mtb BioA inh: 1.8

What do the screens show for `C[C@H](CO)N1C[C@H](C)[C@@H](CN(C)C(=O)Nc2ccc3c(c2)OCO3)Oc2ccc(NC(=O)c3ccncc3)cc2CC1=O`?
Mtb BioA inh: -1.0

What do the screens show for `C[C@H](CO)N1C[C@H](C)[C@@H](CN(C)Cc2ccc(-c3ccccc3)cc2)Oc2ccc(N(C)C)cc2C1=O`?
Mtb BioA inh: 3.8

How did C[C@@H]1CN([C@@H](C)CO)C(=O)c2cccc(NS(=O)(=O)c3ccc(Cl)cc3)c2O[C@H]1CN(C)C(=O)Nc1ccc(C(F)(F)F)cc1 do in these assays?
Mtb BioA inh: 1.5

What do the screens show for `O=C(Nc1ccccc1F)N1CCCCN2[C@H](CO)[C@@H](c3ccc(C#Cc4ccccc4)cc3)[C@H]2C1`?
Mtb BioA inh: -0.4

What do the screens show for `COc1ccccc1S(=O)(=O)N[C@@H]1CC[C@H](CCNC(=O)C2CC2)O[C@H]1CO`?
Mtb BioA inh: -1.6

Results for C[C@@H]1CN([C@@H](C)CO)C(=O)c2cc(N(C)C)ccc2O[C@H]1CN(C)Cc1ccc(Cl)c(Cl)c1 ?
Mtb BioA inh: 1.1

Some of these compounds in order of length of the SMILES, descending:
How did COc1ccc(NC(=O)Nc2ccc3c(c2)C(=O)N([C@H](C)CO)C[C@H](C)[C@@H](CN(C)Cc2ccc(C(=O)O)cc2)OCCCC[C@H](C)O3)cc1 do in these assays?
Mtb BioA inh: 1.8

What do the screens show for `C[C@@H]1CN([C@@H](C)CO)C(=O)Cc2cc(NC(=O)NC3CCCCC3)ccc2O[C@@H]1CN(C)S(=O)(=O)c1ccc(F)cc1`?
Mtb BioA inh: 0.4

What do the screens show for `COc1ccc(NC(=O)N(C)C[C@H]2Oc3ccc(NC(=O)CCN4CCOCC4)cc3CC(=O)N([C@@H](C)CO)C[C@H]2C)cc1`?
Mtb BioA inh: 3.1

What do the screens show for `COC(=O)C[C@H]1CC[C@@H]2[C@@H](COc3ccc(NS(=O)(=O)c4ccc(F)cc4)cc3C(=O)N2C)O1`?
Mtb BioA inh: 0.2

How did C[C@H](CO)N1C[C@H](C)[C@H](CN(C)C(=O)CN(C)C)Oc2cc(-c3ccccc3)ccc2S1(=O)=O do in these assays?
Mtb BioA inh: 3.7

How did C[C@H](CO)N1C[C@H](C)[C@H](CN(C)CC2CC2)Oc2cc(-c3cncnc3)ccc2S1(=O)=O do in these assays?
Mtb BioA inh: 0.7

What do the screens show for `C[C@@H](NC(=O)C[C@H]1C=C[C@H](NC(=O)c2cccnc2)[C@@H](CO)O1)c1ccccc1`?
Mtb BioA inh: -6.3

What do the screens show for `CC(C)OC(=O)N(C)C[C@@H]1OCc2cn(nn2)CCCC(=O)N([C@@H](C)CO)C[C@@H]1C`?
Mtb BioA inh: -0.2

How did CCNC(=O)C[C@@H]1CC[C@H]2[C@@H](COC[C@@H](O)CN2Cc2ccncc2)O1 do in these assays?
Mtb BioA inh: -1.4

Continued:
Results for COCC(=O)Nc1ccc2c(c1)C(=O)N(C)C[C@@H](OC)[C@H](C)CN(C(=O)COC)[C@H](C)CO2 ?
Mtb BioA inh: -2.6

What do the screens show for `O=C(NC1CCCCC1)N[C@H]1CC[C@@H](CCNS(=O)(=O)c2ccc(F)cc2)O[C@H]1CO`?
Mtb BioA inh: 4.6

Results for C[C@@H]1CN([C@@H](C)CO)C(=O)c2cc(C#Cc3cccc(F)c3)cnc2O[C@@H]1CN(C)CC1CCCC1 ?
Mtb BioA inh: -2.4

How did COc1ccc(CN(C)C[C@@H]2Oc3ccc(NC(=O)Nc4cccc5ccccc45)cc3C(=O)N([C@@H](C)CO)C[C@H]2C)cc1 do in these assays?
Mtb BioA inh: 0.8

What do the screens show for `Cc1noc(C)c1NC(=O)N(C)C[C@@H]1OCCCC[C@@H](C)Oc2ccc(NC(=O)c3ccncc3)cc2C(=O)N([C@H](C)CO)C[C@@H]1C`?
Mtb BioA inh: -1.2
